# PfHsp90 set2: reduces growth (ATP signal) of yeast expressing P. falciparum Hsp90. AID 504621. inhibition, % at 9.4 µM. actives 0.32% (n = 310,000). S. cerevisiae expressing PfHsp90, BacTiter-Glo ATP, 48 h; yeast lacking PDR1 and PDR3 efflux regulators;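 active means every replicate shows inhibition above about 80%, whatever the replicate mean, limit read from the data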;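 further: 0% = DMSO neutral controls and 100% = 20 µM radicicol positive controls; yeast relying on Plasmodium falciparum Hsp90 in place of its own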
# Keap1 Nrf2 FP: Keap1-Nrf2 (human) interaction inhibition; Keap1 Kelch-Nrf2 peptide fluorescence polarization, 1536-well; inhibition, % at 9.4 µM; actives 0.15% (n = 340,000); Q14145; in the data active means inhibition above about 12%;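 further: human Keap1 Kelch domain with fluorescein labeled Nrf2 9mer peptide probe; 0% = neutral control wells and 100% = peptide positive control; higher means more block of Keap1 binding to Nrf2 peptide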
# Cardiac RTF inh: cardiac RTF calcium desensitization | P19429+P45379 | IANBD-labeled cardiac RTF, Ca2+ fluorescence | inhibition, % at 7.15 µM | actives 0.12% (n = 340,000) | AID 493244;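 active means inhibition above the mean inhibition of all tested compounds plus 3 SD, cut at about 17% in these data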;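 further: assay run at fixed EC70 calcium of 1.6 mM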
# cardiac RTF act: cardiac RTF calcium sensitization. activation, % at 7.2 µM. AID 493008. IANBD-labeled TnC RTF fluorescence at EC20 calcium; 0% EC20 calcium, 100% full calcium. actives 0.24% (n = 340,000);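 active means activation above the mean over all tested compounds plus 3 SD, cut at about 30% in these data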;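 further: rise in fluorescence read as greater calcium sensitivity of cardiac thin filaments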
# dFosB activator: mouse delta FosB homodimer activation; P13346; activation, % at 25 µM; actives 0.99% (n = 340,000); purified delta FosB, TAMRA-CDK5 oligo fluorescence polarization; percent of positive-control signal above neutral wells;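 active means mean activation above about 17%, with every replicate also reaching it, limit read from the data, passing the limit was not always enough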;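 further: fluorescence polarization rise as delta FosB binds a TAMRA Cdk5 AP-1 oligo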
# Target sequence (P13346 whole entry, looked up): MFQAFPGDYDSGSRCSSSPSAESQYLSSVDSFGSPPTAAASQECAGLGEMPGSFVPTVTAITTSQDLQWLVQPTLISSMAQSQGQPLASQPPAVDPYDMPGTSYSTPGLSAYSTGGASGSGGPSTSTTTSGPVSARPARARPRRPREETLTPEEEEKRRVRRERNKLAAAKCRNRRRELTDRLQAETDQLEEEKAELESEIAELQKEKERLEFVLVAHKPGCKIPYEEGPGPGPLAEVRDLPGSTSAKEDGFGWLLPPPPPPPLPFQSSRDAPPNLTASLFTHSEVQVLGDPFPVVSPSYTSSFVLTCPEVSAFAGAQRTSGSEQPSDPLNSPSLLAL
# NSD2 HMT inh: inhibitors of human histone methyltransferase NSD2 | O96028 | NSD2 peptide methylation, AlphaScreen, 120 min | inhibition, % at 12.5 µM | actives 0.54% (n = 310,000); in the data active means inhibition above about 50%
# Mot1-301 SUMO: blocks SUMOylation pathway, rescuing yeast Mot1-301 growth; S. cerevisiae Mot1-301 growth rescue, ATP luminescence, 38.5C; percent above DMSO median, 100 means doubled; growth rescue, % at 18.8 µM; actives 1% (n = 320,000);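 active means every valid replicate shows activation above 250% relative to neutral control wells; inactive means the rest, any valid replicate at or below 250%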;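 further: OY570 slx delta 5 strain wells were the positive control but not used for scaling; some compounds called inactive have numbers as strong as hits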
# PvdQ acylase: blocks Pseudomonas aeruginosa PvdQ acylase activity; purified PvdQ acylase, fluorescence plate reader; inhibition, % at 10 µM; actives 0.063% (n = 340,000); AID 488965; in the data active means inhibition above about 30%, passing the limit was not always enough;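 further: 0% = vehicle neutral wells and 100% = reference inhibitor wells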
# Rtt109 HAT inh: inhibitors of Candida albicans Rtt109/Vps75 histone acetyltransferase; purified Rtt109/Vps75, ThioGlo CoA-SH fluorescence, 4 h; inhibition, % at 34.9 µM; actives 0.16% (n = 330,000);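 active means inhibition of at least 50% in every replicate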
# Target sequence (Q5AAJ8 whole entry, looked up): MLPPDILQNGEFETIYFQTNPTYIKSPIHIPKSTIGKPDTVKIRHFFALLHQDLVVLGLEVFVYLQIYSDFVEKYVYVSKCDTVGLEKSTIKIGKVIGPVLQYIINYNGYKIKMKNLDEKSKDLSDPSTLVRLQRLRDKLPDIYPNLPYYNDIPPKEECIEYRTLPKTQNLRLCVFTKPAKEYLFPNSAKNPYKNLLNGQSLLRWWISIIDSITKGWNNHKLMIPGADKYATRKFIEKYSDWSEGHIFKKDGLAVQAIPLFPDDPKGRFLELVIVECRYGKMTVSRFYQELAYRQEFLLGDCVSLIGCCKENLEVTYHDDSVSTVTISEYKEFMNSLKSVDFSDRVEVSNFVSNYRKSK
# LANA DNA inh: blocks KSHV LANA C-terminal domain binding to DNA | MBP-C-LANA/FAM-LBS DNA binding, fluorescence polarization | inhibition, % at 9 µM | actives 0.078% (n = 340,000);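 active means highest replicate inhibition at or above 60% at 9 µM, even if other replicates fall short; inactive means all replicates below 60% inhibition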;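 further: 0% = neutral control wells and 100% = 4 µM acridine orange control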
# CDK5 inh: CDK5/p35 (human) kinase inhibition. Q00535+Q15078. Recombinant CDK5/p35, ADP-Glo luminescence, 60 min. inhibition, % at 10 µM. actives 0.01% (n = 330,000);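 active means highest replicate inhibition of at least 50% and at least 75% of replicates reaching 50%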;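 further: plate controls were DMSO neutral control for no effect and GW8510 at 10 µM for full effect; many of its hits are not listed in these tables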
# Active calls of the source: *; / = not tested or not shown.
SMILES	PfHsp90 set2	Keap1 Nrf2 FP	Cardiac RTF inh	cardiac RTF act	dFosB activator	NSD2 HMT inh	Mot1-301 SUMO	PvdQ acylase	Rtt109 HAT inh	LANA DNA inh	CDK5 inh
CC(C)(Cc1nc2ccccc2[nH]1)C(=O)O	/	-4	1	-7	2	0	35	-1	-11	-2.3	-1.3
CC(=O)c1cccc(OCC(O)CN2CCN(S(=O)(=O)c3c(F)cccc3F)CC2)c1 (configuration not stated)	4	5	-8	0	-2	-1	18	1	-10	1.9	-0.2
CC(=O)c1ccc(N2CCN(CC(=O)NC(=O)NCc3ccccc3)CC2)cc1	-5	4	3	5	-7	0	18	-4	0	-1.3	-0.5
CCc1ncc(C(=O)c2ccc(OC)cc2)n1C	-17	-1	-8	2	-1	/	-19	0	22	-1.3	-1.1
CN(C(=O)c1cccc(NC(=O)Cc2cccc(NC(=O)C3CCCN(C(=O)c4ccccc4)C3)c2)c1)C1CC1 (configuration not stated)	24	-2	-8	-3	4	/	/	-22	-4	0.8	-1.1
CC(/C=C/c1ccccc1)=N/NC(=O)C(O)c1ccccc1 (configuration not stated)	/	1	-9	-3	0	0	3	3	9	0.4	-2.9
CCN(C(=O)Cn1cc(C(=O)C(=O)N2CCOCC2)c2ccccc21)c1ccccc1	-13	-1	-5	-6	-4	7	-4	7	3	-0.2	0.0
Nc1ncnc(NC2CCS(=O)(=O)C2)c1[N+](=O)[O-] (configuration not stated)	8	-1	1	-4	-3	/	345	5	-1	-1.6	-0.6
COC(=O)c1nnn(-c2ccc(F)c(Cl)c2)c1C(=O)OC	-13	-7	-8	0	2	-3	0	-20	0	0.5	-6.6
COCCNCCOc1ccccc1-c1ccccc1	-34	-4	-7	3	-2	1	0	-13	-8	1.0	0.0
CN1C(=O)CSC1=Nc1cccc(Cl)c1	-10	-5	-1	-4	-2	-3	6	10	1	-0.9	2.8
Cc1cc(C(=O)COc2ccc3ccc(=O)oc3c2)c(C)n1C	1	0	8	0	4	-2	-29	16	-10	-0.4	1.2
O=C(Nc1ccc2c(c1)CN(Cc1ccco1)CC2)C1CCCO1 (configuration not stated)	0	-4	-7	2	-9	2	1	-16	12	1.8	1.1
CC(NC(=O)CC1Sc2ccccc2NC1=O)c1ccccc1 (configuration not stated)	4	-5	-3	14	9	8	6	-3	-4	1.0	-2.6
CC(Sc1ncc(C(F)(F)F)cc1Cl)C(=O)NCC1CCCO1 (configuration not stated)	28	-1	-8	-3	-1	-4	176	2	4	-1.1	0.2
O=C(CNc1ccc2ccccc2c1)N/N=C/c1ccc(OC(=O)/C=C/c2ccco2)cc1	-22	-2	4	0	-8	7	-9	8	16	2.7	-0.6
NC(=O)/C(=N\O)c1ccccc1	2	-2	-3	0	-3	-6	-10	-23	-7	-1.5	-3.7
Cc1nc2ccc(S(=O)(=O)NCC(=O)NCc3ccc(Cl)cc3)cc2s1	-18	-1	9	-3	-2	1	-5	0	4	-0.9	-0.9
Cc1ccccc1OCC(=O)NCCNC(=O)c1ccccn1	-28	-2	-5	-2	-7	0	-11	-5	-5	-1.4	1.0
Cc1onc(-c2ccccc2Cl)c1C(=O)N1C=CC(C(F)(F)F)=NCC1	1	-7	2	-1	-4	0	-14	2	2	-0.4	1.9
O=C(c1ccco1)N1CCN(c2ncnc3c2cnn3-c2ccccc2)CC1	9	-3	-1	-1	-15	1	-5	-11	6	-1.6	-0.9
COC(=O)CN(c1ccccc1)S(=O)(=O)c1ccccc1	12	-1	1	6	0	5	-14	9	-7	-1.9	1.4
CCN1C(=NCCc2ccc([N+](=O)[O-])cc2)N[C@@H](c2ccccc2)[C@H](C(=O)OC)[C@H]1C	-6	-4	9	5	5	/	-5	4	-5	-0.3	-2.8
COc1ccc(NC(=S)Nc2ccccn2)cc1	-10	-2	1	4	-8	-12	-1	8	35	2.6	6.6

# Part of the list above in order of molar mass, ascending.
SMILES	PfHsp90 set2	Keap1 Nrf2 FP	Cardiac RTF inh	cardiac RTF act	dFosB activator	NSD2 HMT inh	Mot1-301 SUMO	PvdQ acylase	Rtt109 HAT inh	LANA DNA inh	CDK5 inh
NC(=O)/C(=N\O)c1ccccc1	2	-2	-3	0	-3	-6	-10	-23	-7	-1.5	-3.7
COc1ccc(NC(=S)Nc2ccccn2)cc1	-10	-2	1	4	-8	-12	-1	8	35	2.6	6.6
COCCNCCOc1ccccc1-c1ccccc1	-34	-4	-7	3	-2	1	0	-13	-8	1.0	0.0
Nc1ncnc(NC2CCS(=O)(=O)C2)c1[N+](=O)[O-] (configuration not stated)	8	-1	1	-4	-3	/	345	5	-1	-1.6	-0.6
COC(=O)CN(c1ccccc1)S(=O)(=O)c1ccccc1	12	-1	1	6	0	5	-14	9	-7	-1.9	1.4
Cc1cc(C(=O)COc2ccc3ccc(=O)oc3c2)c(C)n1C	1	0	8	0	4	-2	-29	16	-10	-0.4	1.2
Cc1ccccc1OCC(=O)NCCNC(=O)c1ccccn1	-28	-2	-5	-2	-7	0	-11	-5	-5	-1.4	1.0
COC(=O)c1nnn(-c2ccc(F)c(Cl)c2)c1C(=O)OC	-13	-7	-8	0	2	-3	0	-20	0	0.5	-6.6
O=C(Nc1ccc2c(c1)CN(Cc1ccco1)CC2)C1CCCO1 (configuration not stated)	0	-4	-7	2	-9	2	1	-16	12	1.8	1.1
CC(Sc1ncc(C(F)(F)F)cc1Cl)C(=O)NCC1CCCO1 (configuration not stated)	28	-1	-8	-3	-1	-4	176	2	4	-1.1	0.2
O=C(c1ccco1)N1CCN(c2ncnc3c2cnn3-c2ccccc2)CC1	9	-3	-1	-1	-15	1	-5	-11	6	-1.6	-0.9
Cc1nc2ccc(S(=O)(=O)NCC(=O)NCc3ccc(Cl)cc3)cc2s1	-18	-1	9	-3	-2	1	-5	0	4	-0.9	-0.9
CCN1C(=NCCc2ccc([N+](=O)[O-])cc2)N[C@@H](c2ccccc2)[C@H](C(=O)OC)[C@H]1C	-6	-4	9	5	5	/	-5	4	-5	-0.3	-2.8
O=C(CNc1ccc2ccccc2c1)N/N=C/c1ccc(OC(=O)/C=C/c2ccco2)cc1	-22	-2	4	0	-8	7	-9	8	16	2.7	-0.6

# Screens (PubChem BioAssay)
